Screening data: PubChem BioAssay, several laboratories
Scp1 inh: Scp-1 (human) phosphatase inhibition. Q9GZU7. Recombinant Scp1, phosphopeptide, malachite green phosphate absorbance. AID 493091. 0.88% of 340,000 active. inhibition, % at 20 µM;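 active = inhibition above about 50% at 20 µM, limit read from the data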;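 note: plate controls were DMSO wells with enzyme for no effect and wells lacking enzyme for full effect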
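Assay system: SCP-1 catalytic fragment, aa 76-261 | Buffer or medium: Tris acetate buffer pH 5.5 with MgCl2 and Tween-20 | Compound: One concentration, 20 µM, with 1.0% DMSO | Also added: Phospho 17-mer peptide substrate | Signal: Absorbance at 630 nm | Incubation: 45 min enzyme reaction at room temperature | Measure: % inhibition of SCP-1 phosphate liberation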
NadD inh: blocks S. aureus nicotinate mononucleotide adenylyltransferase; inhibition, % at 20 µM; AID 602399; 0.78% of 360,000 active; purified NadD enzyme, colorimetric absorbance read-out; in the data active = inhibition above about 26%; note: some compounds past the cut are filed as inactive
LMPTP block: LMPTP (human) inhibition. recombinant LMPTP-A, OMFP fluorogenic substrate, fluorescence intensity. 0.22% of 360,000 active. inhibition, % at 20 µM. P24666;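 active = compounds that cut the enzyme signal by at least half of the control window in the single-dose screen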;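 note: plate controls were DMSO wells with enzyme plus substrate for no effect and substrate without enzyme for full effect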
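Assay system: LMPTP-A, protein tyrosine phosphatase of low molecular weight / Medium: pH 6.0 Bis-Tris buffer with DTT and Triton X-100 / Schedule: 50 min enzyme reaction at room temperature, protected from light / Measured by: endpoint fluorescence intensity from OMFP dephosphorylation / Read-out basis: % inhibition relative to no-enzyme and uninhibited control wells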
CSN deneddyl inh: inhibitors of human CSN-mediated cullin deneddylation; 0.38% of 360,000 active; Q92905; inhibition, % at 12.5 µM; Purified CSN, SCF-Nedd8-OG deneddylation, fluorescence polarization;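 active = pattern-corrected inhibition above about 35%, with an unprinted fluorescence ratio check between 0.5 and 1.5, limit read from the data, passing the limit was not always enough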;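 note: 0% = enzyme with substrate and 100% = substrate without enzyme; some results filed as inactive read as strong as hits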
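Material: human Csn5 produced in HEK293T cells; Input: enzyme 0.24 nM; Reagent: SCFSkp2-Nedd8OG substrate at 10 nM final; Dosing: 12.5 µM compound; Incubation: 90 min reaction at room temperature; Detection: fluorescence polarization of the substrate; Evaluation: % inhibition of substrate cleavage by Csn5; Control set: substrate-only high control, full reaction low control.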
TbMetRS inhib: blocks T. brucei methionyl-tRNA synthetase activity | purified T. brucei MetRS, ATP depletion, Kinase-Glo luminescence | inhibition, % at 11.9 µM | 0.4% of 360,000 active;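 active = inhibition above a per-plate cutoff of the control wells' mean inhibition plus 3 SD, cut at about 5.5% in these data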;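 note: 0% = DMSO wells median and 100% = median of wells with control inhibitor compound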
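Test system: purified T. brucei MetRS enzyme. Also added: ATP, methionine and E. coli bulk tRNA substrates. Compound: 11.9 µM single point. Schedule: 15 min enzyme-compound preincubation, 2 h reaction, 10 min detection, 25 °C. Signal: luciferase luminescence of residual ATP, Kinase-Glo. Evaluation: percent inhibition versus plate control medians. Controls: DMSO wells, low control.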
PABP1 MLLE inh: blocks PAM2 peptide binding to the PABP1 MLLE domain; P11940; GST-MLLE / FITC-PAM2 fluorescence polarization; inhibition, % at 20 µM; 0.36% of 360,000 active; in the data active = inhibition above about 35%, passing the limit was not always enough;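 note: plate controls were DMSO wells with GST-MLLE for no effect and wells lacking GST-MLLE protein for full effect; some results filed as inactive read as strong as hits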
SUMO1 PPI mod: modulators of human SUMO1-mediated protein-protein interactions; SUMO1 binding to a labelled peptide, TR-FRET, 1 h; 0.33% of 360,000 active; inhibition, % at 20 µM; P63165; in the data active = inhibition above about 37%
Target sequence (P63165 whole entry, looked up): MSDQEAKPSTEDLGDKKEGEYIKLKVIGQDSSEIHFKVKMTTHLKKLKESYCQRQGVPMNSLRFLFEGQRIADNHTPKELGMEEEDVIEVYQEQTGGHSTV
STEP block: STEP (human) phosphatase inhibition; P54829; recombinant STEP, OMFP fluorogenic substrate, fluorescence; inhibition, % at 20 µM; 0.25% of 360,000 active; AID 588621;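 active = inhibition at 20 µM, scaled per plate between control wells, above about 37%, limit read from the data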;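 note: 0% = DMSO with enzyme and substrate and 100% = substrate only without enzyme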
Target sequence (P54829 whole entry, looked up): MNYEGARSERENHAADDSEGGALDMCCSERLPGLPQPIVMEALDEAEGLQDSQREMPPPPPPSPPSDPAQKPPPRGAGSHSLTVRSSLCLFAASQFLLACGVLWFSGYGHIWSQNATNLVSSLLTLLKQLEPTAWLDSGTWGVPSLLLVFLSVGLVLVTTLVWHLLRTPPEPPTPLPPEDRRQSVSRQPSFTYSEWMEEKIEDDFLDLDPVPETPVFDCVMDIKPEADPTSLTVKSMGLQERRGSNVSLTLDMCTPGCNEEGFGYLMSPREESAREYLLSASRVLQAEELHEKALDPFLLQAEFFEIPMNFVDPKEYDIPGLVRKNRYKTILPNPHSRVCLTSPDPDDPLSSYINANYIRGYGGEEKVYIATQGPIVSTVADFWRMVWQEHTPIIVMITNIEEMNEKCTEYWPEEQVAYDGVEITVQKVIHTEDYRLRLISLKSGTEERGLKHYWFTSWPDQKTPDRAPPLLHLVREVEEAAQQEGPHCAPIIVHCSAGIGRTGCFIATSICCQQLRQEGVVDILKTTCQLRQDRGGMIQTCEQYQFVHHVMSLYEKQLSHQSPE
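System: STEP (striatal-enriched tyrosine phosphatase) enzyme, cell-free; medium: Bis-Tris pH 6.0 buffer with DTT, detergent; dosing: 20 µM, 1% DMSO; times: reaction 20 min, ambient temperature; detection: fluorescence, 480/540 nm; read-out basis: normalized % inhibition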
DNMT1 inh: blocks human DNA methyltransferase DNMT1 | P26358 | DNMT1 molecular beacon, Hinp1I cleavage, fluorescence | inhibition (reported as % activation of signal), % at 10 µM | 0.83% of 360,000 active | AID 588458; in the data active = inhibition above about 50%
Rpn11 block: inhibitors of human proteasome Rpn11. O00487. human 26S proteasome, Ub4-pepOG fluorescence polarization; 20S core pre-blocked with epoxomicin. calls only at 20 µM. 0.59% of 360,000 active. AID 588493;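 active = inhibition at 20 µM, scaled to each plate's controls, above about 33%, limit read from the data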
Target sequence (O00487 whole entry, looked up): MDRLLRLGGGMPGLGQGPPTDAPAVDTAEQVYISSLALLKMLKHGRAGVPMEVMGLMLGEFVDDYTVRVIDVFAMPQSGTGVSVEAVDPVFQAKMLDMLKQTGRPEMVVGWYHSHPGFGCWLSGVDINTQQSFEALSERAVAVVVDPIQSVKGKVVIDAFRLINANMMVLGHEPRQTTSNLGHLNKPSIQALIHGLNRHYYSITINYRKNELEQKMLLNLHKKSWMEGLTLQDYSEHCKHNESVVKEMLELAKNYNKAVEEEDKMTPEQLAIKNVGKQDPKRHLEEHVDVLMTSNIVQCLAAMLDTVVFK
The depositor's hits bear a star; i = inactive; x = no result given; + = active, no number.

SMILES	Scp1 inh	NadD inh	LMPTP block	CSN deneddyl inh	TbMetRS inhib	PABP1 MLLE inh	SUMO1 PPI mod	STEP block	DNMT1 inh	Rpn11 block
CCOC(=O)Cn1c(=O)n(Cc2ccco2)c(=O)c2ccc(C(=O)NCCc3ccccc3)cc21	-5	3	-0.4	0	0.2	16	2	-1	-1	i
COc1ncnc2c1oc1nc(CC(C)C)c3c(c12)CC(C)(C)OC3	1	3	-0.5	8	-0.5	2	-1	-2	5	i
CC(=O)Nc1cccc(C(=O)/C=C/c2ccc(F)cc2)c1	-1	-2	0.6	20	-1.0	-12	-5	3	7	i
Nc1nc(CSc2ccccc2)nc(N2CCCCC2)n1	5	2	0.3	0	-1.3	18	-3	-2	0	i
CCCNC(=O)Cn1cnc2sc(C(=O)N3CCN(Cc4ccc5c(c4)OCO5)CC3)c(C)c2c1=O	-4	1	-1.3	4	-0.1	-5	0	-1	3	i
C=CCN1C(=O)/C(=N/n2cnnc2)c2ccccc21	6	6	-2.0	0	-0.1	5	-17	2	1	i
CCn1nnnc1SCC(=O)Nc1nc(C)c(C)s1	8	10	0.2	-2	-1.2	0	0	1	0	i
Cc1ccc(C)c(CN2CCC(CNC(=O)Nc3ccc(Cl)cc3)CC2)c1	-5	-6	0.1	3	-1.1	7	2	-1	-5	i
Cn1c(-c2ccc3nc(N)sc3c2)nc2cc(N)ccc21	-8	19	27	-1	-0.7	-5	2	-3	-13	i
CCSc1nnc(-c2cccnc2)n1-c1ccc(C)c(Cl)c1	0	-4	-2.4	1	-0.6	-29	-2	2	-2	i
CCOC(=O)C1=CCC(c2ccc(C#N)cc2)N(S(=O)(=O)c2ccc(C)cc2)C1 (stereo not drawn)	x	-7	0.3	-2	-0.4	3	8	1	-4	i
CCSC1=NCCN1S(=O)(=O)c1ccccc1	-6	-1	-1.9	1	-0.4	-1	0	4	0	i
CCC1CCCCN1CCCNC(=O)CN1C(=O)CSc2ccc(S(=O)(=O)N3CCOCC3)cc21 (stereo not drawn)	-1	-8	-3.1	0	-0.7	3	3	-3	1	i
COc1ccc(-c2cn(-c3ccc(OC)cc3)c3[n+]2-c2ccccc2CC3)cc1	5	-2	0.9	-3	0.2	-4	2	-1	3	i
CCOc1ccc(NC(=O)COC(=O)c2cc(C)oc2C)cc1	-5	-2	0.5	-1	-0.4	4	9	7	-5	i
O=C(c1cc(S(=O)(=O)N2CCN(c3ccccc3)CC2)ccc1Cl)N1CCCCCCC1	-5	2	2.0	-4	0.1	-4	4	2	3	i
NCCSC1CC(=O)N(Cc2ccc(F)cc2)C1=O (stereo not drawn)	-1	-7	-2.2	-3	-0.3	16	1	2	3	i
CCCNC(=O)[C@@H]1CCCN1C(=O)C1CCN(S(=O)(=O)c2ccc(C)cc2)CC1	1	-7	-1.3	2	0.0	-8	4	-2	-1	i
O=C(CSc1nc2ccccc2c(=O)n1Cc1ccc(Cl)cc1)NCc1cccs1	-3	-3	0.7	2	-0.8	-20	0	-1	23	i
O=C(c1noc2c1CCCCC2)N1CCOCC1	3	2	-1.3	4	-1.1	8	-2	29	0	i
CNC(=S)Nc1cc2oc3ccccc3c2cc1OC	-5	-6	-0.2	-1	0.1	-20	0	-1	-1	i
CCCCCCCCCC[n+]1cccc2c3ccccc3ccc21	65*	12	4.6	22	3.7	-129	-23	8	13	i
COc1cc(/C=C2\C(=N)N3N=CSC3=NC2=O)ccc1OS(=O)(=O)c1ccccc1[N+](=O)[O-]	-5	2	1.7	1	0.0	-8	7	-5	1	i
COc1cc(NC(=O)Nc2ccc(Cl)c(Cl)c2)c(C(=O)O)cc1OC	-8	-5	0.7	-2	0.0	-7	18	-4	33	i
CCOC(=O)CN1C(=O)N[C@@H](c2cccc(C(F)(F)F)c2)C(C(=O)OC)=C1C	-8	-2	0.1	5	0.4	-13	2	0	4	i

Some of these compounds in order of their number in NadD inh, highest first.
| mol | Scp1 inh | NadD inh | LMPTP block | CSN deneddyl inh | TbMetRS inhib | PABP1 MLLE inh | SUMO1 PPI mod | DNMT1 inh | Rpn11 block |
| --- | --- | --- | --- | --- | --- | --- | --- | --- | --- |
| C=CCN1C(=O)/C(=N/n2cnnc2)c2ccccc21 | 6 | 6 | -2.0 | 0 | -0.1 | 5 | -17 | 1 | i |
| COc1ncnc2c1oc1nc(CC(C)C)c3c(c12)CC(C)(C)OC3 | 1 | 3 | -0.5 | 8 | -0.5 | 2 | -1 | 5 | i |
| O=C(CSc1nc2ccccc2c(=O)n1Cc1ccc(Cl)cc1)NCc1cccs1 | -3 | -3 | 0.7 | 2 | -0.8 | -20 | 0 | 23 | i |

(continued)
SMILES	Scp1 inh	NadD inh	LMPTP block	CSN deneddyl inh	TbMetRS inhib	PABP1 MLLE inh	SUMO1 PPI mod	STEP block	DNMT1 inh	Rpn11 block
COc1ccc(C(C)C)cc1-c1cc(C(=O)NCc2cccc(C(F)(F)F)c2)[nH]n1	x	-1	3.5	0	-0.2	3	5	-1	3	i
O=C(Nc1cccc(-c2nc3ncccc3o2)c1)c1sc2cc(Cl)ccc2c1Cl	95*	4	51*	22	-0.9	-46	4	90*	16	+
CCN(C(=O)CSc1nc2scc(-c3ccccc3)c2c(=O)n1N)C1CCS(=O)(=O)C1 (stereo not drawn)	-2	8	-0.4	5	0.1	1	18	3	0	i
O=C(O)c1ccccc1CSc1ncccc1C(=O)O	0	3	-0.9	0	-1.0	17	0	-1	3	i
Cc1ccc(NC(=O)OCc2cncs2)cc1	-1	-3	0.2	-7	-0.3	-5	3	2	1	i
COc1ccc(OC)c2c(C)c(C)[nH]c12	2	-3	-0.3	0	-0.8	-6	1	0	1	i
CC(C)OP(=O)(c1ccc(N(C)C)cc1)C(O)c1ccccc1 (stereo not drawn)	-15	0	-2.0	5	0.9	3	4	0	1	i
COCCN(CC1CCCN(C2Cc3ccccc3C2)C1)C(=O)CSC (stereo not drawn)	-4	-3	0.5	-4	-0.6	9	-2	-2	-1	i
CC(C)(C)c1ccc(C(=O)NNC(=S)NCc2ccco2)cc1	-13	1	-1.6	1	-1.1	-2	-3	0	-4	i
COc1ccc(NC(=O)c2nc3nc(C)cc(C(F)F)n3n2)cc1OC	-6	4	-0.1	1	-0.1	-6	1	0	0	i
COc1ccc(OC)c(N(CCN2C(=O)c3ccccc3C2=O)C(=O)CCl)c1	x	-1	-1.9	1	-0.2	-3	-7	3	6	i
CCN(CC)C(=O)[C@H]1C[C@H](CC(=O)NCc2ccc(OC)c(OC)c2)C(=O)N2CCc3c([nH]c4cc(CCC(=O)N(C)C)ccc34)[C@]12C	1	6	0.5	-5	0.7	-8	1	-1	3	i
COc1ccc(CN2CCN(C(=O)c3ccccc3C(=O)c3ccccc3)CC2)cc1F	x	-4	0.7	-1	0.5	-7	-3	-1	1	i
COc1ccc(C(CCN2CCOCC2)c2c(O)cc(OC)cc2OC)cc1 (stereo not drawn)	-3	-6	0.3	5	0.1	16	-1	1	2	i
C[C@H](NC(=O)c1ncn2c1c(=O)[nH]c1ccccc12)c1ccccc1	x	2	0.0	5	-0.7	0	11	0	7	i
COc1ccc2[nH]c3nc(SCC(=O)NNC(=O)c4ccc(OC)c(OC)c4)nnc3c2c1	4	7	1.1	-2	-0.2	-7	-4	6	-3	i
CSc1nsc(SC)c1C(=O)N1CCN(S(=O)(=O)c2ccc(C)cc2)C1C(C)C (stereo not drawn)	-18	-8	0.8	-3	0.1	7	3	0	-7	i
COc1ccc(/C=C/C(=O)Nc2ccc(OC)nc2)cc1	1	3	2.0	2	1.7	8	-8	-1	15	i
C/C(=N\NC(=O)c1cccc(S(=O)(=O)Nc2ccccc2Cl)c1)c1ccc(-n2ccnc2)cc1	2	19	-1.0	1	0.0	-17	25	4	-2	i
CC(C(=O)NCCN1CCOCC1)(c1ccccc1)c1ccccc1	-1	-1	-2.4	-1	0.2	10	0	-2	2	i
CCn1c(C(=O)O)c(CC(=O)Nc2ccccc2OC)c2ccccc21	-10	-2	-1.3	0	0.7	1	1	0	0	i
O=C(CC1C(=O)NCCN1Cc1ccoc1)NCCc1ccc(Cl)cc1 (stereo not drawn)	5	1	1.2	-19	-1.5	6	-1	2	2	i
CN1CCN(C(=S)c2ccc(Cl)cc2)CC1	-9	-3	0.3	7	0.4	-1	0	5	0	i
OC1(c2ccc(F)cc2)CSC(=Nc2cccnc2)N1Cc1ccco1 (stereo not drawn)	-8	0	0.9	6	0.2	7	1	-2	-2	i
CC1CCCC(C)N1/N=C/c1ccc(O)cc1 (stereo not drawn)	9	-4	-0.3	-1	0.3	-20	3	1	2	i
CSCCC(NC(=O)C1CCC(C)CC1)C(=O)OCC(=O)c1ccc(Cl)cc1 (stereo not drawn)	3	1	-1.4	-2	-1.8	9	-1	-3	6	i

Entries of single compounds, looked up by structure:
`CC1CCCC(C)N1/N=C/c1ccc(O)cc1` (stereo not drawn) across the screens: Scp1 inh: 9; NadD inh: -4; LMPTP block: -0.3; CSN deneddyl inh: -1; TbMetRS inhib: 0.3; PABP1 MLLE inh: -20; SUMO1 PPI mod: 3; STEP block: 1; DNMT1 inh: 2; Rpn11 block: i
`Nc1nc(CSc2ccccc2)nc(N2CCCCC2)n1` across the screens: Scp1 inh: 5; NadD inh: 2; LMPTP block: 0.3; CSN deneddyl inh: 0; TbMetRS inhib: -1.3; PABP1 MLLE inh: 18; SUMO1 PPI mod: -3; STEP block: -2; DNMT1 inh: 0; Rpn11 block: i
`COc1cc(NC(=O)Nc2ccc(Cl)c(Cl)c2)c(C(=O)O)cc1OC` across the screens: Scp1 inh: -8; NadD inh: -5; LMPTP block: 0.7; CSN deneddyl inh: -2; TbMetRS inhib: 0.0; PABP1 MLLE inh: -7; SUMO1 PPI mod: 18; STEP block: -4; DNMT1 inh: 33; Rpn11 block: i

Rewritten in CSV form: part of the list above
SMILES,Scp1 inh,NadD inh,LMPTP block,CSN deneddyl inh,TbMetRS inhib,PABP1 MLLE inh,SUMO1 PPI mod,STEP block,DNMT1 inh,Rpn11 block
COc1ccc(CN2CCN(C(=O)c3ccccc3C(=O)c3ccccc3)CC2)cc1F,x,-4,0.7,-1,0.5,-7,-3,-1,1,i
COc1ccc(C(CCN2CCOCC2)c2c(O)cc(OC)cc2OC)cc1 (stereo not drawn),-3,-6,0.3,5,0.1,16,-1,1,2,i
C[C@H](NC(=O)c1ncn2c1c(=O)[nH]c1ccccc12)c1ccccc1,x,2,0.0,5,-0.7,0,11,0,7,i
